# Screens as filed in PubChem.
# ARNT TACC3 PPI: disrupts binding between human ARNT and TACC3 | Q9Y6A5 | AlphaScreen His-ARNT PAS-B/GST-TACC3 binding, luminescence; TACC3 fragment carries E629A point mutation | inhibition, % at 9.99 µM | hit rate 0.66% among 390,000;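 active = mean inhibition of replicates at least 50% and at least half of replicates each reaching 50%; inconclusive = half or more replicates reach 50% but mean below 50%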;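 also: 0% = complete ARNT plus TACC3 wells and 100% = ARNT alone without TACC3; many hits fall short of the cut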
# EWS-Fli inh: blocks EWS/Fli oncoprotein-driven transcription. A673 NR0B1-luciferase reporter, viability-normalised. inhibition, % at 12.6 µM. hit rate 0.67% among 350,000. AID 651661;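 active = mean inhibition of at least 50% after viability correction, with every replicate also passing that limit; inconclusive = mean reaches 50% but only one of two replicates passes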;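 also: firefly luciferase signal divided by Alamar Blue viability fluorescence both relative to DMSO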
# LGR2 antag: blocks bursicon-induced cAMP signaling via Drosophila LGR2. HEK293 LGR2, CRE-luciferase, bursicon-stimulated, 4 h. inhibition, % at 9.99 µM. hit rate 0.35% among 380,000. AID 720647;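 active = drop in luminescence signal, shown as inhibition above about 50% in the replicate tests, limit read from the data, passing the limit was not always enough; inconclusive = probably only some replicates passing the limit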;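 also: agonist challenge used bursicon conditioned medium at about half maximal strength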
# CASP6 VEID inh: inhibitors of human caspase-6; hit rate 0.53% among 350,000; P55212; purified caspase-6, Z-VEID-R110 cleavage fluorescence; inhibition, % at 12.5 µM;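 active = mean inhibition across replicates at least about 35%, with every replicate also reaching that limit, limit read from the data; inconclusive = only one of the two criteria met; inactive = neither criterion met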;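 also: 0% = median of neutral control wells and 100% = no fluorescence left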
# Target sequence (P55212 24-179 limits assumed): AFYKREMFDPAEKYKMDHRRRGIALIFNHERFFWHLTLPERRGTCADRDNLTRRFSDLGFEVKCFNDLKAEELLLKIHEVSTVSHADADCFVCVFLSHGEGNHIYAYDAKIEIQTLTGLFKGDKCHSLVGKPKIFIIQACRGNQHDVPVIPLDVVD
# Target sequence (P55212 194-293 limits assumed): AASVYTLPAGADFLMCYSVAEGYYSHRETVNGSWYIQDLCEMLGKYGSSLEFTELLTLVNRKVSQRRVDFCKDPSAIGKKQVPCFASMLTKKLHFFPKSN
# DENV2 CPE rescue: DENV2-induced cell death inhibition. CPE inhibition, % at 9.99 µM. AID 651640. hit rate 1.7% among 350,000. DENV2-infected cells, cytopathic effect rescue, plate reader; in the data active = CPE inhibition above about 20%, passing the limit was not always enough; inconclusive = no clear call, values can overlap the other calls; tested in BHK-21 cells;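 also: 0% = median of neutral control wells and 100% = median of positive control wells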
# SIRT5 block: sirtuin-5 (human) deacylase inhibition. AID 652115. Purified SirT5, succinyl-peptide AMC, trypsin-coupled fluorescence. inhibition, % at 15 µM. hit rate 1.1% among 330,000; in the data active = inhibition above about 15%; inconclusive = no clear call, values can overlap the other calls
# Target sequence (Q9NXA8 whole entry, looked up): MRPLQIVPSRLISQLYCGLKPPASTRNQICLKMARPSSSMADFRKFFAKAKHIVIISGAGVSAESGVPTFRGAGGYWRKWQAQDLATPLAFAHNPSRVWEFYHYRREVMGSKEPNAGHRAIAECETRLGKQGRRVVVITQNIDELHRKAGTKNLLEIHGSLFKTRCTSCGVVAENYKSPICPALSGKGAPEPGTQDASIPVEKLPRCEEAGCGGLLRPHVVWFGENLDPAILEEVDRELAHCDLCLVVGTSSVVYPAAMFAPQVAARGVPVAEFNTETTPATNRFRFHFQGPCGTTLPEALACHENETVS
# PAX8 reporter: PAX8 transcriptional activity inhibition; AID 652154; RMG-I TPO-luciferase reporter, SteadyGlo, 24 h; hit rate 1.2% among 360,000; inhibition, % at 12.6 µM;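 active = mean replicate inhibition at least 60% with every replicate also reaching 60%; inconclusive = only one of the two criteria is met; inactive = mean below 60% and not all replicates reaching 60%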;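 also: luciferase light reporting Pax8 driven TPO promoter activity; plate controls were median of neutral control wells for no effect and mitoxantrone controls for full effect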
# Numbers without * were called inactive; ? = inconclusive; . = no result given.
# Values in the order – ARNT TACC3 PPI, EWS-Fli inh, LGR2 antag, CASP6 VEID inh, DENV2 CPE rescue, SIRT5 block, PAX8 reporter
CCc1cccc(CC)c1NC(=O)/C(C#N)=C/c1ccccc1C(F)(F)F
  -8.1, ., 40.8, ., ., ., 15.7
C/C(CC(=O)Nc1cccc(C(F)(F)F)c1)=N\NC(=O)Cc1ccccc1
  -0.6, -4.6, -7.2, -0.1, -2.1, 6.9, 22.2
C[C@@H]1CCCCO[C@H](CN(C)Cc2ccc(Cl)c(Cl)c2)[C@@H](C)CN([C@H](C)CO)C(=O)c2cc(NS(=O)(=O)c3cccs3)ccc2O1
  21.1, -6.0, 1.0, -1.5, 8.4, 6.9, -21.6
CCn1ncc([N+](=O)[O-])c1C(=O)Nc1cc(C)on1
  5.9, ., -3.5, ., ., ., -7.1
O=C(N/N=C/c1ccc(-c2ccccc2C(=O)O)o1)c1cccs1
  7.9, ., 0.1, ., ., ., -21.3
CC(=O)N1CC[C@H]2[C@H](CO)Nc3ccc(C#Cc4ccccc4F)cc3[C@H]21
  ., ., 3.7, 2.3, -1.3, 6.6, .
CCOc1cc(N2CCOCC2)c(OCC)cc1NC(=O)c1ccc(OC)cc1
  9.5, 1.1, 2.2, 10.7, -7.8, -1.1, 16.6
COCC(=O)N(C)C[C@@H]1Oc2cc(-c3ccccc3F)ccc2S(=O)(=O)N([C@@H](C)CO)C[C@@H]1C
  -7.3, -3.4, 13.5, -1.0, 2.9, -0.2, 3.6
Cc1ccccc1NC(=O)n1ncc2cc(Cl)ccc21
  -3.4, -9.8, 0.4, -1.7, 2.4, -1.9, 4.7
CC(=O)c1cccc(NC(=O)N(c2ccccc2)c2ccccc2)c1
  -3.0, -6.9, 2.9, 2.3, 3.2, -1.3, 12.0
O=C(CSc1n[nH]c(-c2ccccc2)n1)N1CCCC1
  -8.6, -22.2, -3.0, -6.4, -4.2, -1.1, -30.8
CCOc1ccccc1OCC(=O)Nc1c(C)n(C)n(-c2ccccc2)c1=O
  1.1, -5.6, -6.6, -1.0, -8.8, -1.0, 2.9
Cc1ccccc1-c1cnc(C(O)c2cc(Cl)cc(Cl)c2)[nH]1 (configuration not stated)
  ., 7.1, 1.7, 0.1, 11.7, -3.0, 3.6
C=CCc1c(O)c(CC)cc2c(C)cc(=O)oc12
  4.7, 6.8, 15.9, 0.3, -3.9, -18.8, -4.4
O/N=C\c1ccc(-c2ccccc2)o1
  -9.4, -78.8, -20.2, -0.3, 2.6, -1.8, 40.0
O=C(NCCCn1ccnc1)C(=O)NC1CCCCC1
  1.1, -0.1, -0.7, -2.0, -2.3, 4.2, 24.5
O=C(c1ccccc1F)N1C[C@@H]2[C@H](c3ccccc31)[C@H](CO)N2C(=O)c1ccc(F)cc1
  3.2, 4.9, -10.3, 4.9, -7.4, 3.1, -1.6
NNC(=O)CSCc1nc(-c2ccccc2)cs1
  -25.7, -4.2, ., -2.5, 3.1, -1.9, -21.5
Cc1ccc(Cl)cc1N1CCN(C(=O)COc2ccc(S(=O)(=O)NC(C)C)cc2)CC1
  -4.8, 21.6, 25.2, -1.8, -7.2, -3.4, 33.1
CCn1c(SCC(=O)N/N=C(\C)c2ccncc2)nnc1-c1ccccc1
  -14.0, -3.8, 4.0, -1.2, 14.4, 0.2, 11.2
Cc1cc(C(=O)O)c(C)n1Cc1ccncc1
  -0.3, -13.6, ., -2.9, -5.0, -2.7, 10.5
CCO[C@H]1OC(C(=O)N2CCN(Cc3ccccc3)CC2)=C[C@@H](c2cn(C(C)=O)c3ccccc23)[C@@H]1CCCO
  2.6, 10.5, -5.5, 2.7, -11.5, -0.3, 8.2
Cc1nn(C(C)C(=O)N2CCOCC2)c(=O)c2nn(-c3ccccc3)c(C)c12 (configuration not stated)
  -2.0, ., 7.4, -1.2, 15.7, -0.7, -7.8
COCCNC(=O)C[C@H]1C=C[C@H](NS(=O)(=O)c2ccc(C)cc2)[C@H](CO)O1
  -10.3, -0.9, 1.8, 0.4, -2.6, 0.0, 16.7
C[C@H](CO)N1C[C@H](C)[C@H](CN(C)C)OCCCC[C@H](C)Oc2ccc(NC(=O)Nc3ccc(C(F)(F)F)cc3)cc2C1=O
  ., -0.5, -6.6, -1.5, 9.3, 11.5, 5.5
COc1ccc(N2CC(C(=O)Nc3ccc([N+](=O)[O-])cc3Br)CC2=O)cc1 (configuration not stated)
  8.3, 5.5, 7.7, 2.1, -6.0, -1.7, 3.5
Cc1noc(C)c1S(=O)(=O)N(CC(=O)NCc1ccc2c(c1)OCO2)c1ccc(C(C)C)cc1
  -4.2, 2.2, -8.1, -0.2, -8.0, ., -14.9
COc1cc(C=O)ccc1OC(=O)c1ccncc1
  -5.4, 13.0, 17.5, 2.2, 3.2, -1.9, -11.9
N#C[C@@H]1[C@@H](c2ccccc2C2=CCCC2)[C@H](CO)N1C(=O)C1CC1
  ., 2.7, 9.1, 1.1, 19.3, ., 2.4
CC1CCC2(CC1)NC(=O)N(CC(=O)NC(=O)Nc1ccc3c(c1)OCCO3)C2=O (configuration not stated)
  0.9, -9.6, -7.7, 1.0, -2.6, -6.6, 1.6
CC1(CC(=O)Nc2ccccc2)NC(=S)N(c2ccccc2)N1 (configuration not stated)
  -0.5, -34.8, 2.9, 1.0, -1.0, -2.8, 14.1
CNC[C@@H]1OCCCC[C@@H](C)Oc2ccc(NC(=O)Nc3cccc4ccccc34)cc2C(=O)N([C@H](C)CO)C[C@H]1C
  8.0, 1.1, 5.2, 0.3, 1.3, 1.6, 25.2
COc1ccc(Nc2ccncc2[N+](=O)[O-])cc1
  -5.9, -25.7, 3.7, -1.5, -1.9, 11.5, -18.3
O=C(Nc1ccc(C(=O)N2CCOCC2)cc1)c1cccc(Br)c1
  -4.4, 0.1, 2.7, -1.8, 6.9, -0.8, -8.2
CCOC(=O)[C@H]1[C@H]2COc3ccc(Br)cc3[C@H]2N2C(=O)CN(Cc3ccc(C)cc3)C(=O)[C@@]12C
  0.3, 9.0, 31.3, -1.1, 15.1, -0.5, 21.5
CCO[C@H]1OC(C(N)=O)=C[C@@H](c2ccc(Br)cc2)[C@@H]1CCCO
  -3.0, 10.4, 12.3, -0.8, 0.8, -4.0, -12.6
COCC#Cc1cnc2c(c1)C(=O)N([C@@H](C)CO)C[C@@H](C)[C@H](CN(C)S(=O)(=O)c1ccccc1)O2
  -2.6, 1.5, -2.9, -1.0, 1.5, -1.5, .
CCCNC(=O)C1(C)CCN(C(=O)c2cccc(OC(F)(F)F)c2)C1 (configuration not stated)
  ., 0.4, 5.8, -1.5, 5.3, ., 20.6
CC(=O)NC(CC(C)C)C(=O)NC(Cc1ccccc1)C(=O)CCl (configuration not stated)
  -3.3, -1.3, -1.8, -1.2, 19.5, 3.0, 6.2
O=C(CSc1nc2c(c(=O)n1-c1ccc(Cl)cc1)SCC2)N1CCOCC1
  -3.5, -5.3, 7.1, 0.4, ?, 1.3, -12.1
Cc1cc(OCC(=O)N(C)C)c2c(-c3ccccc3)cc(=O)oc2c1
  ., 8.7, -16.3, 1.2, -0.3, ., 7.7
Cc1ccc(C(=O)COC(=O)CN2C(=O)C3C4CC(C(Br)C4Br)C3C2=O)cc1 (configuration not stated)
  7.7, 4.0, -0.7, 2.4, 4.3, 101.6*, 11.2
CCN(CC)S(=O)(=O)c1ccc(C)c(NC(=S)Nc2cccc(S(=O)(=O)N3CCCCCC3)c2)c1
  -4.8, 13.3, 11.0, -0.5, ., -2.7, 9.7
O=C(Nc1ccc2c(c1)[C@H]1C[C@H](CC(=O)N3CCCCC3)O[C@H](CO)[C@H]1O2)C1CCOCC1
  -2.9, 4.0, 1.6, -0.3, -0.5, -1.7, 9.6
CCOC(=O)c1c(C)n(C)c2cc([N+](=O)[O-])c(O)c([N+](=O)[O-])c12
  3.7, -7.4, -4.3, 2.5, 0.7, 4.5, -12.8
Cc1cccc(S(=O)(=O)N(C)C[C@H]2OCc3cnnn3CCCC(=O)N([C@@H](C)CO)C[C@@H]2C)c1
  1.9, -1.5, 0.9, 0.4, -3.4, -1.6, .
C[C@@H]1CCCCO[C@@H](CN(C)S(=O)(=O)c2cccs2)[C@H](C)CN([C@@H](C)CO)C(=O)c2cc(NC(=O)Nc3ccc(F)cc3)ccc2O1
  9.5, -6.9, 14.6, -0.8, -5.3, 3.5, 6.1
CCc1ccc(NC(=O)C2CCN(S(=O)(=O)c3cnc[nH]3)CC2)cc1
  3.5, ., 13.4, -1.7, 3.7, -1.2, 18.4
C[C@H](CO)N1C[C@H](C)[C@H](CN(C)Cc2ccc(Cl)c(Cl)c2)Oc2c(NC(=O)C3CCCCC3)cccc2C1=O
  0.4, 8.1, 35.9, -0.2, 2.1, 14.1, .
COc1cccc(NC(=O)N2CC(=O)N3[C@@H](CO)[C@H](c4ccc(C#CC5CCCC5)cc4)[C@@H]3C2)c1
  ., ., 18.8, 0.5, ?, 2.8, 8.5
COc1cc(C(=O)OCC(=O)NC2CC2)ccc1OCCC(C)C
  -6.1, -11.2, -2.1, -2.0, 6.8, -4.8, -26.9
Nc1nonc1-n1nnc(C(=O)N/N=C/c2ccccc2F)c1CN1CCc2ccccc21
  2.1, ., 2.2, 0.4, 9.6, 1.5, 19.6
O=S(=O)(N[C@@H]1CC[C@H](CCn2cc(-c3cccnc3)nn2)O[C@H]1CO)c1ccccc1
  -6.0, 2.7, 3.1, -1.1, 14.7, 8.5, -5.1
Cc1cc(C)cc(-n2c(SC(C)C(=O)NCc3ccc4c(c3)OCO4)nc3ccccc3c2=O)c1 (configuration not stated)
  4.6, 10.1, ., 0.0, 4.4, -5.5, 3.0
C[C@@H]1CN([C@@H](C)CO)C(=O)c2cc(C#CC3CC3)cnc2O[C@H]1CN(C)S(C)(=O)=O
  0.7, -4.2, 7.8, 0.0, -2.7, 1.7, .
Cc1ccc(C(=O)O)cc1NS(=O)(=O)c1ccc2c(c1)oc(=O)n2C
  -6.5, -0.1, -10.4, 0.1, -0.7, -0.2, 5.6
O=C(NC1CCCC1)C1c2ccccc2OCC(=O)N1Cc1ccccc1 (configuration not stated)
  ., 1.6, -10.2, 0.0, 2.1, -10.1, -6.7
CCNC(=O)C(C)NC(=O)C1=NN(c2ccccc2)C(=O)CC1 (configuration not stated)
  ., 4.2, -4.4, 1.5, -0.8, -1.8, 22.6
CCN(CC)CCn1c(N)nc2ccccc21
  -20.3, 4.3, -7.0, -5.7, 0.6, -3.9, -6.9
Cc1ccc(C)c(C(=O)COc2ncnc3ccccc23)c1
  -3.2, -51.6, -2.1, -0.1, -1.3, 0.5, -44.9

# (cont.)
# Values in the order – ARNT TACC3 PPI, EWS-Fli inh, LGR2 antag, CASP6 VEID inh, DENV2 CPE rescue, SIRT5 block, PAX8 reporter
COc1ccccc1-c1ccc([C@@H]2[C@@H](C#N)N(C(=O)NC3CCCC3)[C@@H]2CO)cc1
  ., -2.4, 2.8, 0.9, -9.3, 3.4, .
C=C1c2cc(C)ccc2NC(=O)N1c1ccccc1
  -4.5, -8.2, 11.0, 2.7, -2.6, -3.7, -11.6
C[N+](C)(CCOc1ccccc1)Cc1ccccc1
  -3.6, 2.4, ., ., 7.6, 2.1, 21.5
CC(=O)c1cccc(N(CC(=O)N2CCCC2)S(C)(=O)=O)c1
  1.2, -4.1, 0.9, -1.8, -0.6, 0.2, .
COc1ccc(NC(=O)Nc2ccc3c(c2)C(=O)N([C@@H](C)CO)C[C@H](C)[C@H](CN(C)C(=O)Nc2ccc(C(F)(F)F)cc2)O3)cc1
  -6.0, 7.1, 8.3, 3.2, -2.7, 13.8, .
O=C(Nc1ccnn1C1CCN(Cc2cc(Cl)ccc2O)CC1)C1CC1
  4.4, ., 20.0, -2.9, -5.7, 0.9, 13.4

# Some entries already given, showing only EWS-Fli inh and ARNT TACC3 PPI.
Structure,EWS-Fli inh,ARNT TACC3 PPI
CC(=O)c1cccc(N(CC(=O)N2CCCC2)S(C)(=O)=O)c1,-4.1,1.2
COc1ccc(NC(=O)Nc2ccc3c(c2)C(=O)N([C@@H](C)CO)C[C@H](C)[C@H](CN(C)C(=O)Nc2ccc(C(F)(F)F)cc2)O3)cc1,7.1,-6.0
O=C(Nc1ccnn1C1CCN(Cc2cc(Cl)ccc2O)CC1)C1CC1,.,4.4
